Compound activity from PubChem.
HSF1 activator – HSF-1 activators, primary screen, NIH3T3-HGL cells, MG132 stress, luminescence, single point. NIH3T3-HGL HSF-1 luciferase reporter, 8 h; 100% = twice DMSO control signal. activation, % at 9 µM. hit rate 1.7% among 300,000. AID 504408, 2011;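 active = mean replicate activation of at least 50% with a set share of replicates each reaching 50%; inconclusive = only one of those two conditions met; inactive = mean below 50% and too few replicates reaching it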;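 also: 0% = median of the neutral control wells and 100% = twice that signal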
Platelet DG rel – inhibitors of platelet dense granule secretion, primary screen, cell-based, MLPCN, human platelets; human platelet-rich plasma, SFLLRN dense granule ATP release, luminescence; hit rate 0.22% among 300,000; AID 1663, 2009; inhibition, %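 (compounds screened at 7.5 µM in platelet-rich plasma)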;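 active = mean replicate score, as percent of positive control, at or above 50; inconclusive = mean below 50 but at least one replicate at or above 50; inactive = mean and every replicate below 50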
GSK3B inh – human GSK3beta kinase inhibitors, primary screen, biochemical, cell-free homogeneous, HTS | GST-GSK3beta kinase, ADP-Glo luminescence, 60 min; stronger effect = lower value | activity score (negative = inhibition), % at 10 µM | Glycogen synthase kinase-3 beta (Homo sapiens), P49841 | hit rate 0.038% among 300,000;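 active = more than half of replicate wells score below -50%, meaning over 50% inhibition versus plate controls; inconclusive = some replicates but at most half score below -50%; inactive = no replicate scores below -50%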;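 also: 0% = median DMSO wells and -100% = median GW8510 positive control wells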
Target sequence (P49841 whole entry, looked up): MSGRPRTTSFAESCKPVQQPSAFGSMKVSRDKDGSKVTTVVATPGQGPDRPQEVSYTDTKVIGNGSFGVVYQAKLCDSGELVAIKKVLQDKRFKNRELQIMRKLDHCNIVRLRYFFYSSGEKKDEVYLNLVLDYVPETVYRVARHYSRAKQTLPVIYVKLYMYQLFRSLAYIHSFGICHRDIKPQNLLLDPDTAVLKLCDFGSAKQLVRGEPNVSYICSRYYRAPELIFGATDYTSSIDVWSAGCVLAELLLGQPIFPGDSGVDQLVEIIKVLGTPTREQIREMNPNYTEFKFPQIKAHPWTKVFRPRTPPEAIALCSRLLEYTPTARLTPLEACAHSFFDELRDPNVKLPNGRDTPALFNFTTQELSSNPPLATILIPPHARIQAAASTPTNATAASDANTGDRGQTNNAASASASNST
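test system = GST-tagged human GSK3beta kinase, cell-free | reagent = 25 µM ATP with peptide substrate | dosing = one dose of 10 µM per compound | schedule = 60 min reaction, RT | detection = luminescent ADP-Glo measurement of ADP formed | control set = DMSO neutral wells and GW8510 at 20 µM as positive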
GSK3 alpha inh – blockers of GSK3A enzyme activity – biochemical, luminescence, cell-free homogeneous, HTS, primary screen. hit rate 0.1% among 320,000. GSK-3 alpha kinase, ADP-Glo luminescence, 60 min. inhibition, % at 10 µM. Glycogen synthase kinase-3 alpha (Homo sapiens), P49840;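 in the data active = inhibition above about 50%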;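 also: GST-tagged GSK-3 alpha with peptide substrate and 25 µM ATP; 0% = DMSO neutral wells and 100% = GW8510 positive control wells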
Dyrk1A ADPGlo – rat Dyrk1A kinase inhibitors, primary screen, biochemical, single point, plate reader; inhibition, % at 12.5 µM; hit rate 0.43% among 310,000; Dual specificity tyrosine-phosphorylation-regulated kinase 1A (Rattus norvegicus), Q63470; ADP-Glo luminescence, NFATc1 peptide; AID 504441, 2011; in the data active = inhibition above about 50%;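 also: plate controls were vehicle with enzyme for no effect and no enzyme for full effect; many of its hits are not listed in these tables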
PolyA inhibitor – polyadenylation inhibitors in yeast reporter cells, primary screen, luminescence, S. cerevisiae; hit rate 0.02% among 300,000; S. cerevisiae SKY197-pL101 polyadenylation reporter, beta-gal luminescence; efflux-impaired pdr1/pdr3 knockout yeast; score 100 = 6 SD above DMSO; calls only at 12 µM;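 active = lowest replicate activity score at least 50, where 100 means six control SD above control mean; inconclusive = lowest score under 50 but half or more replicates reach 50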;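 also: yeast exposed to compound for 9 h at 30 °C; higher score means more reporter readthrough which indicates perturbed polyadenylation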
AI-2 QS mod – Vibrio harveyi AI-2 quorum sensing modulators, primary screen, JMH597 strain, luminescence/OD600 ratio. Vibrio harveyi JMH597 AI-2 luminescence/OD600 ratio, 9 h; stronger effect = lower value; strain lacks LuxN and CqsS sensors; 0 = neutral-control median. activity change, % at 7.5 µM. hit rate 0.4% among 300,000. AID 2094, 2009; in the data active = activity change below about -75%, passing the limit was not always enough; inconclusive = no clear call, values can overlap the other calls;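 also: luminescence divided by OD600 gain over 9 h not by final OD600 alone; inactives centre near 13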
HDAC3 inh – HDAC3 deacetylase inhibitors, primary screen, biochemical, fluorescence, cell-free homogeneous | recombinant HDAC3, fluorogenic peptide/trypsin coupled | inhibition, % at 8.3 µM | hit rate 0.15% among 320,000 | Histone deacetylase 3 (Homo sapiens), O15379; in the data active = inhibition above about 26%, passing the limit was not always enough; inconclusive = no clear call, values can overlap the other calls
Target sequence (O15379 whole entry, looked up): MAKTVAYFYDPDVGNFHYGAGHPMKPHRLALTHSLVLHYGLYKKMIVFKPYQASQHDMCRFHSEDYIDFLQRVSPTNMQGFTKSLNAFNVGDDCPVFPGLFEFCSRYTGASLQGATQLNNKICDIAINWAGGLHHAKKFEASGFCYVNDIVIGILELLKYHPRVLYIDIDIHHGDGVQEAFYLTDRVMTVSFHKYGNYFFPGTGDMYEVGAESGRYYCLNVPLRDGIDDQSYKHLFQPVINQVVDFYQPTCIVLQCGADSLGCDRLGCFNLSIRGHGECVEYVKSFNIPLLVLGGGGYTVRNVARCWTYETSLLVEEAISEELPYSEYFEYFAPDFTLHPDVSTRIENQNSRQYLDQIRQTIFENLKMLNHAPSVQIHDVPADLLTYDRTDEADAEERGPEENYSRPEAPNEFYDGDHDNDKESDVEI
HSP90 inh – HSP90 inhibitors, primary screen, cell lysate, luminescence | Heat shock protein HSP 90 (rabbit reticulocyte lysate; luciferase refolding) | Rabbit reticulocyte lysate, luciferase refolding luminescence, 3 h | inhibition, % at 5.6 µM | hit rate 0.91% among 290,000;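 active = inhibition above the screen-wide mean plus 3 SD, computed separately per campaign, cut at about 16% in these data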;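 also: 0% = DMSO wells and 100% = 60 µM geldanamycin wells; inhibitors lower the luminescence because luciferase stays unfolded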
HSF1 inhib – HSF1 inhibitors in luciferase reporter cells, primary screen, cell-based, NIH3T3, luminescence. NIH3T3-HGL HSE-luciferase, MG132-induced, luminescence 8 h; stronger effect = lower value. activity change, negative = inhibition, % at 7.5 µM (by protocol). hit rate 0.77% among 300,000;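 active = more than half of replicate wells show activity change below -50%, luminescence cut by over half; inconclusive = some wells, but at most half, below -50%; inactive = no replicate well below -50%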;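 also: luciferase reports HSF-1 transcriptional activity via heat shock element; 0% = median of DMSO wells and -100% = zero luminescence signal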
Numbers without * were called inactive; i = inactive; ? = inconclusive; / = no result given.

HSF1 activator,Platelet DG rel,GSK3B inh,GSK3 alpha inh,canonical_smiles,Dyrk1A ADPGlo,PolyA inhibitor,AI-2 QS mod,HDAC3 inh,HSP90 inh,HSF1 inhib
/,-2.9,-5.3,-0.7,CCOC(=O)Nc1ccc2c(c1)N(C(=O)C(C)N1CCCC1)c1ccccc1CC2 (centres undefined),-6.9,i,1.5,-3.8,2.7,/
12.4,1.7,2.7,1.0,CCCn1cc(CN2CCc3ccc(NC(=O)C4CCCO4)cc3C2)c(C)n1 (centres undefined),-5.9,i,40.3,-4.2,0.6,-2.3
4.2,7.7,0.0,-1.0,COCCCNC(=S)N(Cc1ccccc1)Cc1nc2ccccc2c(=O)[nH]1,2.7,i,9.5,-4.8,-1.9,-5.2
6.5,-11.6,2.7,-0.2,CCN(CC)c1nc(-c2ccccc2)ncc1S(=O)(=O)c1ccc(C)cc1,-5.9,i,10.1,?,0.9,2.5
-16.8,6.1,-9.2,-0.5,CCOc1ccccc1NC(=O)C1CCCN(S(=O)(=O)c2cccc3nsnc23)C1 (centres undefined),2.4,i,-8.9,-3.7,2.8,-5.5
9.3,0.5,-1.1,-0.2,CC(Oc1ccc(Cl)cc1)C(=O)Nc1ncccn1 (centres undefined),-1.4,i,5.2,-7.8,8.0,-0.3
8.5,-6.8,-0.5,-0.6,CCNC(=O)COc1ccc(F)cc1C(=O)c1cnn(-c2ccccc2)c1,2.7,i,2.8,-4.2,1.8,0.3
-3.8,3.7,-3.0,24.3,Cc1cccn2cc(CCNC(=O)c3ccc(Br)o3)nc12,5.6,i,18.5,2.1,0.0,-0.3
14.3,-0.1,0.7,/,CCOC(=O)c1ccc(NC(=O)c2cnccn2)cc1,-8.7,i,12.8,/,0.8,12.9
-14.4,-1.3,0.5,-2.7,O=C(COc1ccccc1)Nc1ccc2oc(=O)ccc2c1,15.8,i,4.2,-3.0,1.1,8.9
0.1,-2.0,-5.2,3.0,CCc1ccc(NC(=O)C(C)OC(=O)CCC(=O)c2cccs2)cc1 (centres undefined),-1.1,i,30.9,-1.2,-1.9,-11.0
-24.4,4.8,2.4,-0.7,CC(NC(=O)Cn1ncc(Cl)c(Cl)c1=O)C12CC3CC(CC(C3)C1)C2 (centres undefined),-3.6,i,30.1,0.2,4.4,-35.1
-0.9,1.0,2.8,-3.9,CCOC(=O)C(NC(=O)Nc1ccc(F)cc1F)(Oc1ccc(F)cc1)C(F)(F)F (centres undefined),-5.4,i,19.6,-2.3,-2.6,-6.6
12.2,-11.4,-2.3,8.7,CCN(CC)CCN1CCn2c3c(c4cc(C)ccc42)CCCC31 (centres undefined),1.3,i,6.3,-1.1,-2.5,-5.1
-2.1,4.9,-2.9,0.6,O=C(c1cccc([N+](=O)[O-])c1)N1CCN(Cc2ccccc2)CC1,0.0,i,8.0,5.1,5.5,-2.2
38.5,-10.8,0.4,-1.2,CCOc1ccc(Nc2nc(N)c([N+](=O)[O-])c(NCc3ccccc3)n2)cc1,4.3,i,38.6,5.0,3.3,16.5
-1.5,-1.8,-5.9,1.1,Cc1ccc2occ(/C=N/NC(=O)[C@@H](N)Cc3ccccc3)c(=O)c2c1,13.6,i,24.4,-3.7,-2.9,0.5
14.6,-11.5,-1.7,-3.5,Cc1cc(NC(=O)c2ccco2)c(=O)n(Cc2c(F)cccc2Cl)c1,-1.6,i,17.7,2.5,0.2,2.5
1.2,13.0,1.2,-0.2,Fc1ccccc1N1CCN(c2ncnc3nc[nH]c23)CC1,4.7,i,14.5,0.5,2.2,6.5
12.7,-7.8,-0.1,6.1,O=C(CSc1nccc(=O)[nH]1)Nc1cc(C(F)(F)F)ccc1N1CCOCC1,2.5,i,39.9,-2.3,-1.9,-6.8
17.9,-3.7,-3.4,-2.4,Cc1cccc(C)c1OCc1cc(C(=O)N2CCCCCCC2)no1,2.4,i,4.2,-4.2,2.0,9.6
-17.6,/,-1.2,-1.9,CCCC(=O)Nc1ccc(S(=O)(=O)N2CCC(c3nc4ccccc4[nH]3)CC2)cc1,-3.9,i,0.6,-0.7,/,-4.1
7.8,4.1,-0.4,/,Cc1cccc(NC(=O)Nc2ccncc2)c1,10.9,i,5.4,-3.0,-0.1,-2.2
-2.2,15.4,0.1,-2.9,CN1CCCN(C(=O)c2cccc(Cl)c2)CC1,-1.9,i,-0.1,-4.7,2.2,-0.3
-5.5,-21.5,/,-1.1,CN(C)S(=O)(=O)N1CCC(Oc2ccc(C(=O)NC3CCOC(C)(C)C3)cc2)CC1 (centres undefined),-0.1,i,24.3,-0.3,-0.8,-0.1
-2.0,13.5,-10.5,6.7,O=C(Cc1c[nH]c2ccccc12)N/N=C/c1cccc(F)c1,8.2,i,10.0,-0.5,0.8,0.3
21.4,-4.2,-3.0,-0.1,COc1ccccc1C1=NN(C(=O)c2ccccc2)C(c2ccc(Br)cc2)C1 (centres undefined),-2.2,i,23.2,-0.1,5.9,12.7
5.4,0.3,1.5,1.8,Cc1ccc(Nc2nc(CSc3n[nH]c(N)n3)cs2)cc1,-10.8,i,17.7,8.4,9.7,10.0
27.1,-9.8,-2.3,2.9,CCCCSc1nc2[nH]ncc2c(=O)[nH]1,-3.1,i,41.6,-12.8,1.3,2.4
-5.4,-0.9,0.4,1.6,N/C(=N\OC(=O)Cc1ccccc1[N+](=O)[O-])c1ccncc1,3.3,i,12.5,0.7,-1.9,-2.8
72.8*,2.2,-2.5,-0.7,Cc1cccc(NC(=O)C2CCN(S(=O)(=O)c3ccc4c(c3)NC(=O)CO4)CC2)c1C,-1.8,i,28.3,4.0,-0.5,24.2
/,/,2.0,-0.8,Cc1ccc(SCC(=O)NCc2ccc(F)cc2)cc1,-0.7,/,-5.1,-3.2,0.8,/
7.0,0.6,1.5,/,Cc1ccc(S(=O)(=O)N(CC(O)CN2C(=O)NC(C)(C)C2=O)c2ccccc2)cc1 (centres undefined),2.9,/,14.1,-4.6,2.6,-1.9
1.0,0.7,0.1,0.8,Nc1[nH]n(-c2ccccc2)c(=O)c1N=Nc1ccc2ncsc2c1,5.6,i,-10.6,-2.6,1.7,-6.3
14.7,-3.5,-0.6,-0.8,CCN1C(=O)[C@@H]2[C@@H](c3ccc(-c4ccc(OC)cc4)c(OC)c3)N3CCC[C@@]3(C(=O)OC)[C@@H]2C1=O,-3.3,i,5.2,3.9,/,7.5
13.8,6.9,-1.7,-2.8,CCOc1ccc(Cc2n[nH]c(=S)n2N)cc1,-0.5,i,0.3,6.7,-5.1,-0.8
/,/,/,-1.2,COc1ccc(-c2nc3c(Br)c(N)c(Br)cc3o2)cc1,-3.6,/,/,2.9,-6.8,/
-7.6,-12.4,-0.3,0.2,NC(=O)c1ccc(-c2nnc(Nc3ccc(S(N)(=O)=O)cc3)c3ccccc23)cc1,-7.9,i,48.4,-4.9,-1.6,2.0
6.5,11.5,-1.4,-0.1,COC(=O)Nc1nnc(/C=C/c2ccccc2)s1,-4.3,i,17.6,-3.0,-0.8,5.2
-8.9,1.1,-0.9,-1.0,Cc1ccc(S(=O)(=O)N2C(=O)CCC2C(=O)Nc2ccc3c(c2)OCCO3)cc1 (centres undefined),0.1,i,37.6,7.6,-1.2,1.0
-13.1,-3.8,-2.3,0.9,Cc1ccc(NC(=O)CS(=O)CC(=O)Nc2ccc(N3CCOCC3)cc2)cc1Cl (centres undefined),3.6,i,4.4,-4.4,1.6,-5.6
11.3,2.1,-1.4,-0.9,CS(=O)(=O)Cc1cccc(C(=O)NN(c2ccccc2)c2ccccc2)c1,-1.2,i,11.0,6.3,-0.6,-1.6
3.7,3.5,0.7,/,CC(=O)N/C(=C\c1ccccc1)C(=O)NCc1ccc2c(c1)OCO2,1.5,i,19.6,2.9,0.8,2.0
-46.8,1.8,1.0,/,Cc1ccc(S(=O)(=O)n2c3ccc(Cl)cc3c3nc(C)sc32)cc1,0.0,i,0.2,/,-3.8,-31.9
10.1,1.2,3.4,-1.8,CCOCCn1c(N2CCN(c3ccc(OC)cc3)CC2)nc2c1c(=O)[nH]c(=O)n2C,1.6,i,33.0,-0.3,3.7,-7.9
43.9,-4.3,2.7,-0.6,O=C(N/N=C/c1ccc([N+](=O)[O-])cc1)c1cc(C2CC2)nc2ccccc12,/,/,4.2,9.1,2.4,17.7
4.2,-11.4,1.9,/,Cc1ccc(C(=O)NCC(=O)NCC(=O)OCc2ccc(Cl)cc2)cc1,11.1,i,36.7,/,-1.3,-3.4
33.3,0.2,-2.1,0.3,Cc1occc(=O)c1OCc1ccccc1,-2.4,i,4.5,1.2,-1.6,7.8
10.2,0.1,2.1,-2.8,Nc1n[nH]c(-c2ccccc2)c1-c1ccccc1,-5.0,i,6.8,-6.6,2.2,-0.4
9.3,-0.6,0.9,-5.2,O=S(=O)(Cc1ccccc1)N1CCCC(c2nc(-c3ccc(F)cc3)no2)C1 (centres undefined),-0.1,i,8.0,6.3,-1.2,2.5
-6.8,-4.3,4.8,-0.9,CCOc1ccc(C(=O)NCCN(C)C)cc1,5.1,i,13.0,-5.3,-0.3,-1.7
-2.9,3.7,2.2,1.5,c1ccc(-c2nc(NCc3cccnc3)c3ccccc3n2)cc1,-6.2,i,19.9,5.5,3.1,3.6
7.6,-4.9,-2.7,-1.7,COc1cc(-c2cc(C(=O)Nc3ccc(N4CCOCC4)cc3)c3ccccc3n2)cc(OC)c1OC,10.7,i,-6.9,12.4,3.2,4.5
-2.1,9.7,0.8,-2.5,CC1CCN(c2nc3c(cc2C#N)COC(C)(C)C3)CC1,-4.6,i,7.7,-20.2,-3.7,-3.2
10.3,0.1,-1.0,-0.6,CCC(=O)C1=C(N2CCCC2)CC(C)(C)CC1=O,1.0,i,3.6,1.0,3.5,-5.7
4.4,-0.6,0.6,3.3,CC(C)CCNC(=O)NC(=O)COC(=O)c1cc(S(=O)(=O)N2CCOCC2)ccc1N1CCCCC1,-4.3,i,12.1,11.6,12.4,0.0
5.1,0.9,-6.8,0.1,CCOc1cc(/C=N/NC(=O)C(=O)NCc2cccnc2)ccc1O,0.6,i,4.7,4.8,5.8,0.1

These rows are one share of the data, so the mix of outcomes need not match the whole.
